High-throughput results deposited in PubChem BioAssay by several laboratories.
NOD2-RIPK2 inh: blocks binding of human NOD2 to RIPK2 | O43353 | CHO BLA complementation NOD2-RIPK2, CCF4 ratio | inhibition, % at 4.98 µM | hit rate 0.38% among 360,000; in the data active means inhibition above about 21%;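 further: 0% = vehicle only and 100% = reference blocker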
Target sequence (O43353 whole entry, looked up): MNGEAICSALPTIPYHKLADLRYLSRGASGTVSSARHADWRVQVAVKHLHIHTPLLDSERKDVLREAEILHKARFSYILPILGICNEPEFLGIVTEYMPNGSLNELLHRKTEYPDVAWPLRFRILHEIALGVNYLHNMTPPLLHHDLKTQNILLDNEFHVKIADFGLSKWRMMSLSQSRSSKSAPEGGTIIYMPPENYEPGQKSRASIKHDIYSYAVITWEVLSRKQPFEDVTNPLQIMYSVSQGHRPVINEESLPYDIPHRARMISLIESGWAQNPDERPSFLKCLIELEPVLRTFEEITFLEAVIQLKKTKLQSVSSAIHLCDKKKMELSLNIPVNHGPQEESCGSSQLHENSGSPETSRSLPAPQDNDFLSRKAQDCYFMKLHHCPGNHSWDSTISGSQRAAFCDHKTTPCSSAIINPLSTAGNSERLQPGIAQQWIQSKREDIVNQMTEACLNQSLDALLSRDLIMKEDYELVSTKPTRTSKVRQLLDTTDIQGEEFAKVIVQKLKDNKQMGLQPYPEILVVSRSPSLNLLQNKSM
TROY NFkB inh: blocks TROY-dependent signaling in reporter cells; hit rate 0.98% among 360,000; Q293 LMP1-TROYcd NF-kB luciferase reporter, 4 h; inhibition, % at 10 µM;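 active means compounds whose plate-normalised and pattern-corrected inhibition of the luciferase reporter signal at the single screening dose is 50% or more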
NCOA3 inh: inhibits human SRC3 coactivator; Q9Y6Q9; HEK293 GAL4-SRC3 luciferase reporter, luminescence; inhibition, % at 3.6 µM; hit rate 0.17% among 360,000;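 active means inhibition above a per-campaign cutoff, the mean of all compounds plus 3 SD, cut at about 60% in these data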;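 further: 0% = DMSO-treated cells and 100% = gossypol-treated cells at 36 µM; higher means less SRC3-driven luciferase light from the GAL4 reporter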
LRH-1 inv ag: suppresses constitutive activity of human LRH-1; O00482; hit rate 0.13% among 360,000; HEK293T StAR-luciferase reporter, LRH-1 transfected, 24 h; inhibition, % at 3.6 µM;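 active means inhibition above the mean inhibition of all tested compounds plus 3 SD, cut at about 73% in these data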;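 further: 0% = DMSO wells and 100% = reporter-only cells lacking LRH-1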
TLR9-MyD88 inh: TLR9-MyD88 interaction inhibition; Q9NR96+Q99836; hit rate 0.21% among 340,000; AID 504734; CHO BLA complementation TLR9-MyD88, CCF4 FRET ratio; inhibition, % at 4.98 µM;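 active means inhibition above the mean over all tested compounds plus 3 SD, cut at about 21% in these data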;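 further: 0% = DMSO only wells and 100% = clavulanate BLA inhibitor control wells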
SRC2 inh: human SRC2 (NCOA2) inhibition; Q15596; inhibition, % at 9 µM; HEK293 GAL4-SRC2 luciferase reporter, luminescence; hit rate 0.17% among 370,000;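 active means inhibition above the mean inhibition of all tested compounds plus 3 SD, set per campaign, cut at about 52% in these data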;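 further: 0% = DMSO treated cells and 100% = cells given Gossypol at 36 µM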
LMP1 NFkB inh: inhibitors of Epstein-Barr LMP1-induced NF-kappaB reporter. LMP1-induced NF-kappaB luciferase reporter cells, luminescence. inhibition, % at 12.5 µM. hit rate 0.69% among 350,000. AID 504558; in the data active means inhibition above about 41%;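 further: 0% = neutral control wells and 100% = reference inhibitor control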
Vif imaging: blocks HIV Vif function. inhibition, % at 7.49 µM. AID 602346. hit rate 0.35% among 340,000. HEK293T cells, Vif self-association by quenched fluorescence, imaging, 24 h; in the data active means inhibition above about 50%, passing the limit was not always enough; further: some results filed as inactive read as strong as hits
TRAIL sens C8: sensitizes caspase-8 expressing cells to TRAIL; NB7+C8 cells + TRAIL, ATPlite viability luminescence; inhibition (viability loss, TRAIL sensitization), % at 10 µM; hit rate 1% among 360,000; AID 624354;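 active means compounds causing at least 50% loss of cell viability in the single-dose screen, relative to plate controls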
SRC1 inh: inhibitors of human steroid receptor coactivator 1 (SRC1); AID 588354; Q15788; hit rate 0.12% among 360,000; HEK293 GAL4-SRC1 luciferase reporter, luminescence; inhibition, % at 3.6 µM;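 active means inhibition above the campaign mean plus 3 SD, with each screening campaign given its own cutoff, cut at about 60% in these data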;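 further: 0% = DMSO treated cells and 100% = gossypol at 36 µM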
NR2F2 inh: inhibitors of human COUP-TFII (NR2F2) | P24468 | HEK293T NGFI-A luciferase reporter, luminescence | inhibition, % at 8.6 µM | hit rate 0.7% among 370,000 | AID 686940;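 active means inhibition above a per-plate cutoff, mean inhibition of test wells between control levels plus 3 SD, cut at about 38% in these data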;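 further: cells cotransfected with COUP-TFII expression vector driving the NGFI-A reporter; 0% = median of COUP-TF2 test wells and 100% = reporter-only cells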
Target sequence (P24468 whole entry, looked up): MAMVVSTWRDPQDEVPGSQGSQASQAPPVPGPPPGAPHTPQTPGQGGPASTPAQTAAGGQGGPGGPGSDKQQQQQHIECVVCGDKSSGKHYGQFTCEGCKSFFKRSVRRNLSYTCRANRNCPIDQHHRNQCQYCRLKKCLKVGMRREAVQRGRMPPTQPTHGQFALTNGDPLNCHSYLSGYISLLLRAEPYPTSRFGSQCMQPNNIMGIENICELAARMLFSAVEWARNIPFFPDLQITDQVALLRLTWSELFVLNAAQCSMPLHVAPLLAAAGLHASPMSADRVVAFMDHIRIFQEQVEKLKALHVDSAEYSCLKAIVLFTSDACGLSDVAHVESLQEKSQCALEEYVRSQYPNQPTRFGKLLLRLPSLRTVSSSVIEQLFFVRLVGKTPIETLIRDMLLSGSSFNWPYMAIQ
Active calls of the source: *. This is a subset; rates above refer to the full screens.

Results for N#Cc1ccc(Cn2c(=O)c(C#N)c3n(c2=O)CCC3)cc1 ?
NOD2-RIPK2 inh: -9.0; TROY NFkB inh: 15.5; NCOA3 inh: 3.4; LRH-1 inv ag: 9.5; TLR9-MyD88 inh: 3.0; SRC2 inh: -10.4; LMP1 NFkB inh: 0.0; Vif imaging: 7.4; TRAIL sens C8: 4.6; SRC1 inh: -27.9; NR2F2 inh: 12.6

Results for COC(=O)c1c(NC(=O)COC(=O)C2CCC2)sc(C)c1C ?
NOD2-RIPK2 inh: -2.0; TROY NFkB inh: -13.5; NCOA3 inh: 15.5; LRH-1 inv ag: -14.4; TLR9-MyD88 inh: -3.5; SRC2 inh: 7.6; LMP1 NFkB inh: -10.0; TRAIL sens C8: -1.2; SRC1 inh: 12.9; NR2F2 inh: -3.6

Results for O=C(O)C1CCCN(S(=O)(=O)c2ccccc2)C1 (stereo not drawn) ?
NOD2-RIPK2 inh: -5.1; TROY NFkB inh: -3.1; NCOA3 inh: 5.6; LRH-1 inv ag: 8.8; TLR9-MyD88 inh: -19.2; SRC2 inh: 10.8; LMP1 NFkB inh: -0.2; Vif imaging: -4.9; TRAIL sens C8: -2.9; SRC1 inh: -9.2; NR2F2 inh: 17.8

Results for CC1CCCC(NC(=O)NC(=O)COC(=O)c2ccc(O)cc2O)C1C (stereo not drawn) ?
NOD2-RIPK2 inh: -3.1; TROY NFkB inh: 12.5; NCOA3 inh: 15.8; LRH-1 inv ag: -11.0; TLR9-MyD88 inh: 1.8; SRC2 inh: 10.6; LMP1 NFkB inh: 1.1; Vif imaging: 22.8; TRAIL sens C8: 12.1; SRC1 inh: -4.8; NR2F2 inh: -16.9

What do the screens show for `c1ccc(CCNCc2cccs2)nc1`?
NOD2-RIPK2 inh: -5.4; TROY NFkB inh: -9.4; NCOA3 inh: -14.8; LRH-1 inv ag: -9.2; TLR9-MyD88 inh: 7.4; SRC2 inh: 4.0; LMP1 NFkB inh: 3.7; Vif imaging: 26.7; TRAIL sens C8: -11.6; SRC1 inh: -26.9; NR2F2 inh: 9.9

Results for CSc1nc(Cc2ccccc2)nc2ccccc12 ?
NOD2-RIPK2 inh: -5.2; TROY NFkB inh: -16.8; NCOA3 inh: 2.1; LRH-1 inv ag: -20.1; TLR9-MyD88 inh: 7.9; SRC2 inh: 2.4; LMP1 NFkB inh: 9.5; Vif imaging: 2.5; TRAIL sens C8: -5.3; SRC1 inh: 1.6; NR2F2 inh: 22.5

Results for COc1ccc(OC)c(NC(=O)C(=O)NNC(=O)C23CC4CC(CC(C4)C2)C3)c1 ?
NOD2-RIPK2 inh: -47.2; TROY NFkB inh: 8.0; NCOA3 inh: 18.9; LRH-1 inv ag: -20.7; SRC2 inh: -8.6; LMP1 NFkB inh: 12.2; Vif imaging: 15.6; TRAIL sens C8: -2.1; SRC1 inh: 0.7; NR2F2 inh: -5.1

Results for COc1ccc(C(=O)NCC(=O)N2CCC3(CC2)NCCc2[nH]cnc23)cc1 ?
NOD2-RIPK2 inh: -5.7; TROY NFkB inh: -17.3; NCOA3 inh: 19.3; LRH-1 inv ag: 18.6; TLR9-MyD88 inh: 11.4; SRC2 inh: 3.3; LMP1 NFkB inh: -1.8; Vif imaging: -9.7; TRAIL sens C8: -2.7; SRC1 inh: -0.7; NR2F2 inh: -14.3

Results for C[C@H](CO)N1C[C@H](C)[C@@H](CN(C)S(=O)(=O)c2cccs2)Oc2ccc(NC(=O)Cc3ccccc3)cc2C1=O ?
NOD2-RIPK2 inh: -2.0; TROY NFkB inh: 3.1; NCOA3 inh: 0.8; LRH-1 inv ag: -1.2; TLR9-MyD88 inh: -7.5; SRC2 inh: -18.1; LMP1 NFkB inh: -0.9; TRAIL sens C8: -17.3; SRC1 inh: -2.7; NR2F2 inh: -3.6

What do the screens show for `Cc1cc(C(=O)NCCCn2ccnc2)sc1-c1ccccc1`?
NOD2-RIPK2 inh: -19.2; TROY NFkB inh: -0.9; NCOA3 inh: 4.5; LRH-1 inv ag: -14.1; TLR9-MyD88 inh: -4.2; SRC2 inh: -26.5; LMP1 NFkB inh: -15.9; Vif imaging: -2.8; TRAIL sens C8: -3.4; SRC1 inh: -5.7; NR2F2 inh: -19.8

Results for O=C(OCCN1CCN(c2ncc(C(F)(F)F)cc2Cl)CC1)c1ccc(Cl)cc1 ?
NOD2-RIPK2 inh: -5.6; TROY NFkB inh: 13.6; NCOA3 inh: -0.5; LRH-1 inv ag: 14.5; TLR9-MyD88 inh: -0.5; SRC2 inh: -22.5; LMP1 NFkB inh: -1.9; Vif imaging: -5.9; TRAIL sens C8: -5.6; SRC1 inh: 4.8; NR2F2 inh: 7.8

How did CC(C)c1cccc(-c2ccc3c(c2)S(=O)(=O)c2cccc(C(=O)NC4CCCC4)c2C3=O)c1 do in these assays?
NOD2-RIPK2 inh: -9.1; TROY NFkB inh: 22.8; NCOA3 inh: 15.4; LRH-1 inv ag: 2.4; TLR9-MyD88 inh: -1.4; SRC2 inh: -7.3; LMP1 NFkB inh: -11.0; Vif imaging: 2.2; TRAIL sens C8: 15.0; SRC1 inh: 8.5; NR2F2 inh: -2.5

How did O=C(CSc1nc2cc(Cl)ccc2o1)Nc1ccc(N2CCOCC2)cc1 do in these assays?
NOD2-RIPK2 inh: 2.0; TROY NFkB inh: -15.5; NCOA3 inh: -25.9; LRH-1 inv ag: -7.6; TLR9-MyD88 inh: -1.9; LMP1 NFkB inh: -23.6; Vif imaging: 0.4; TRAIL sens C8: -6.0; SRC1 inh: -25.5

What do the screens show for `Cc1c(NC(=O)c2cc(-c3ccc4c(c3)OCO4)on2)c(=O)n(-c2ccccc2)n1C`?
NOD2-RIPK2 inh: -3.7; TROY NFkB inh: 4.7; NCOA3 inh: 18.7; LRH-1 inv ag: 16.7; TLR9-MyD88 inh: 2.0; SRC2 inh: 1.2; LMP1 NFkB inh: -17.6; Vif imaging: 10.8; TRAIL sens C8: 7.2; SRC1 inh: -0.3; NR2F2 inh: -22.9

Results for CC(C)(C)c1csc(NC(=O)Cc2ccc(S(=O)(=O)N3CCOCC3)s2)n1 ?
NOD2-RIPK2 inh: 3.5; TROY NFkB inh: 10.2; NCOA3 inh: 5.3; LRH-1 inv ag: -0.5; TLR9-MyD88 inh: 3.0; SRC2 inh: 22.9; LMP1 NFkB inh: 0.6; TRAIL sens C8: 5.0; SRC1 inh: 21.3; NR2F2 inh: 20.8

What do the screens show for `O=C(C=C1CCN(c2ncc(C(F)(F)F)cc2Cl)CC1)NNC(=O)Nc1ccccc1`?
NOD2-RIPK2 inh: 9.3; TROY NFkB inh: -13.1; NCOA3 inh: -2.0; LRH-1 inv ag: -27.9; TLR9-MyD88 inh: 5.1; SRC2 inh: -5.1; LMP1 NFkB inh: 1.2; Vif imaging: -18.6; TRAIL sens C8: 5.5; SRC1 inh: -50.5; NR2F2 inh: 7.2

How did Cc1ccc(S(=O)(=O)N(C)C)cc1NC(=O)C(C)OC(=O)C1CCCC1 (stereo not drawn) do in these assays?
NOD2-RIPK2 inh: -6.5; TROY NFkB inh: 0.1; NCOA3 inh: 10.9; LRH-1 inv ag: -20.0; TLR9-MyD88 inh: -11.1; SRC2 inh: -10.1; LMP1 NFkB inh: 1.2; TRAIL sens C8: -21.3; SRC1 inh: 10.4; NR2F2 inh: -1.2

What do the screens show for `COc1ccc(CNc2nc3nc(C)c(Cl)c(C)n3n2)cc1OC`?
NOD2-RIPK2 inh: -0.9; TROY NFkB inh: -15.2; NCOA3 inh: -0.7; LRH-1 inv ag: 18.7; TLR9-MyD88 inh: 8.2; SRC2 inh: -3.3; LMP1 NFkB inh: -0.5; Vif imaging: 2.1; TRAIL sens C8: 4.9; SRC1 inh: -25.0; NR2F2 inh: 4.6

What do the screens show for `Cc1c(NC(=O)CSc2nnnn2-c2ccc(C(=O)O)cc2)c(=O)n(-c2ccccc2)n1C`?
NOD2-RIPK2 inh: 4.0; TROY NFkB inh: -40.2; NCOA3 inh: 14.2; LRH-1 inv ag: -12.9; TLR9-MyD88 inh: 4.4; SRC2 inh: -4.4; LMP1 NFkB inh: -7.8; Vif imaging: 0.0; TRAIL sens C8: -0.7; SRC1 inh: -1.6; NR2F2 inh: -13.2

What do the screens show for `O=C(c1ccc(NS(=O)(=O)c2ccc(F)cc2)cc1)N1CCOCC1`?
NOD2-RIPK2 inh: -8.1; TROY NFkB inh: 16.5; NCOA3 inh: 16.6; LRH-1 inv ag: 11.5; TLR9-MyD88 inh: -0.7; SRC2 inh: 6.0; LMP1 NFkB inh: 2.1; Vif imaging: -5.3; TRAIL sens C8: -12.3; SRC1 inh: -1.6; NR2F2 inh: 17.6

Results for C[C@@H]1CN([C@H](C)CO)C(=O)c2cc(NS(=O)(=O)c3cccs3)ccc2O[C@H]1CN(C)Cc1ccccc1 ?
NOD2-RIPK2 inh: -14.0; TROY NFkB inh: -12.2; NCOA3 inh: 10.8; LRH-1 inv ag: 0.9; TLR9-MyD88 inh: 4.3; SRC2 inh: 11.9; LMP1 NFkB inh: -7.2; Vif imaging: 0.2; TRAIL sens C8: -12.8; SRC1 inh: 1.4; NR2F2 inh: 1.8

What do the screens show for `O=C1c2ccccc2C(=O)c2c1ccc(O)c2O`?
NOD2-RIPK2 inh: -0.6; TROY NFkB inh: -16.1; NCOA3 inh: 5.8; LRH-1 inv ag: -13.3; TLR9-MyD88 inh: 13.4; SRC2 inh: 11.2; LMP1 NFkB inh: -1.3; Vif imaging: -4.2; TRAIL sens C8: 3.7; SRC1 inh: -24.1; NR2F2 inh: 20.3

How did O=C(COC(=O)/C=C/c1cccc(C(F)(F)F)c1)NC(=O)NCc1ccco1 do in these assays?
NOD2-RIPK2 inh: 4.3; TROY NFkB inh: 8.3; NCOA3 inh: 8.0; LRH-1 inv ag: -12.4; TLR9-MyD88 inh: -16.2; SRC2 inh: 7.2; LMP1 NFkB inh: 2.0; Vif imaging: -2.9; TRAIL sens C8: -11.4; SRC1 inh: 7.3; NR2F2 inh: 15.9

How did COc1ccc(NC(=O)CN(C)C(=O)CSCC(=O)Nc2ccc(C)cc2)cc1 do in these assays?
NOD2-RIPK2 inh: -6.2; TROY NFkB inh: -12.1; NCOA3 inh: 7.9; LRH-1 inv ag: 1.3; TLR9-MyD88 inh: 0.3; SRC2 inh: -0.7; LMP1 NFkB inh: -4.3; Vif imaging: -0.4; TRAIL sens C8: 23.2; SRC1 inh: -31.0; NR2F2 inh: -8.5

Results for COc1ccc2cc(C#N)c(N3CCN(C(=O)c4ccccc4C)CC3)nc2c1 ?
NOD2-RIPK2 inh: -0.5; TROY NFkB inh: 19.4; NCOA3 inh: -2.4; LRH-1 inv ag: 17.3; TLR9-MyD88 inh: 2.0; SRC2 inh: 0.3; LMP1 NFkB inh: 5.6; Vif imaging: -0.8; TRAIL sens C8: 3.5; SRC1 inh: -18.9; NR2F2 inh: 9.4
